hIAP activ – human IAP activators, primary screen, biochemical, luminescence, uHTS | purified human IAP, CDP-Star luminescence, 30 min; active compounds read high; 1 = vehicle-only enzyme, 0 = enzyme-free background | Intestinal-type alkaline phosphatase (Homo sapiens), P09923 | hit rate 0.16% among 330,000 | activation factor at 10 µM;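 active means activation factor of the enzyme at least 2-fold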; further: the source names both 10 and 20 µM as test concentration; values of inactives mirror those of a sister screen read the other way
Target sequence (P09923 whole entry, looked up): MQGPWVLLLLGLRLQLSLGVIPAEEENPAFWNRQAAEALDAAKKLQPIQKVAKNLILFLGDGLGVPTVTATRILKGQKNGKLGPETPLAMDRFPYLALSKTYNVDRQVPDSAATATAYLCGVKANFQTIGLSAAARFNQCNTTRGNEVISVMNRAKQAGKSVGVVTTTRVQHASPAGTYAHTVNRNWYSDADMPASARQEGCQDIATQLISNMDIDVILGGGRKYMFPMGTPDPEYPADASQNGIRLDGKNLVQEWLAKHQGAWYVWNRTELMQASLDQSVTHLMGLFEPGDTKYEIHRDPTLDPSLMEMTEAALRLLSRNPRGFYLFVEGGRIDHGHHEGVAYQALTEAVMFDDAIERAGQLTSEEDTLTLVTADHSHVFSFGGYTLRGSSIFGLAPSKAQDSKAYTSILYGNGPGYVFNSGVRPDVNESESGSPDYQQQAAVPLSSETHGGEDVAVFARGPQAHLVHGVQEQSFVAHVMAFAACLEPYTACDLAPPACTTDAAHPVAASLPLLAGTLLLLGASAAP
mIAP activ – activators of mouse IAP, primary screen, biochemical, luminescence, uHTS. activation factor at 10 µM. hit rate 0.24% among 330,000. muIAP, CDP-Star luminescence, 30 min; active compounds read high; 1 = vehicle-only enzyme signal, 0 = enzyme-free wells. AID 2805, 2010;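 active means activation factor of at least 2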; further: the source names both 10 and 20 µM as test concentration; values of inactives mirror those of a sister screen read the other way
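Assay system: mouse IAP enzyme / Compound: DMSO-dissolved test compounds / Timing: 30 min, room temperature / Measured by: luminescence from enzymatic CDP-Star hydrolysis / Control set: DMSO-only wells, enzyme-free buffer wells as negative control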
MPTP block – mitochondrial permeability transition pore inhibitors, primary screen, biochemical, isolated mouse mitochondria, absorbance; Ca2+ swelling absorbance, 30 min; inhibition, % at 10 µM; hit rate 1.4% among 360,000;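 active means inhibition of 50% or more, scaled per plate between neutral and stimulator controls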;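 further: 0% = DMSO wells given calcium and 100% = 1 mM EGTA wells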
A3A deaminase – APOBEC3A ssDNA deaminase inhibitors, primary screen, selectivity assay for APOBEC3G inhibitor project, biochemical, FAM/TAMRA oligo cleavage fluorescence | recombinant A3A, FAM/TAMRA ssDNA deamination fluorescence | inhibition, % at 20 µM | hit rate 0.41% among 330,000 | AID 493011, 2011;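 active means at least 40% inhibition at 20 µM here, with at most 30% in a related deaminase screen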;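 further: plate controls were A3A with DMSO for no effect and wells lacking A3A enzyme for full effect; some results filed as inactive read as strong as hits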
Target sequence (P31941 whole entry, looked up): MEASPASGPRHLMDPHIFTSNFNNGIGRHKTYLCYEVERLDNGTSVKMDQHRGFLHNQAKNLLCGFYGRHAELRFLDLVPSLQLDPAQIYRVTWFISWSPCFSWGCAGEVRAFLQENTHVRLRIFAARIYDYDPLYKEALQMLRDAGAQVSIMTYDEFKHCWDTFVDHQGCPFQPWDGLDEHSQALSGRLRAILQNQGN
A3G deaminase – APOBEC3G DNA deaminase inhibitors, primary screen, biochemical, fluorescence, single-stranded DNA substrate, uHTS | inhibition, % at 20 µM | DNA dC->dU-editing enzyme APOBEC-3G (Homo sapiens), Q9HC16 | recombinant A3G, ssDNA deamination FAM/TAMRA fluorescence | hit rate 0.28% among 330,000 | AID 493012, 2011;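 active means inhibition of at least 40% at 20 µM, with no more than 30% in the related APOBEC3A deaminase screen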;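 further: plate controls were DMSO wells with A3G for no effect and wells lacking A3G enzyme for full effect; some compounds called inactive have numbers as strong as hits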
ATG4B inh – ATG4B protease inhibitors, primary screen, biochemical, fluorescence, uHTS | Cysteine protease ATG4B (Homo sapiens), Q9Y4P1 | hit rate 0.51% among 340,000 | inhibition, % at 8.33 µM | ATG4B cleavage of LC3-PLA2, NBD-HPC fluorescence, 1 h | AID 504462, 2011; in the data active means inhibition above about 40%
Target sequence (Q9Y4P1 whole entry, looked up): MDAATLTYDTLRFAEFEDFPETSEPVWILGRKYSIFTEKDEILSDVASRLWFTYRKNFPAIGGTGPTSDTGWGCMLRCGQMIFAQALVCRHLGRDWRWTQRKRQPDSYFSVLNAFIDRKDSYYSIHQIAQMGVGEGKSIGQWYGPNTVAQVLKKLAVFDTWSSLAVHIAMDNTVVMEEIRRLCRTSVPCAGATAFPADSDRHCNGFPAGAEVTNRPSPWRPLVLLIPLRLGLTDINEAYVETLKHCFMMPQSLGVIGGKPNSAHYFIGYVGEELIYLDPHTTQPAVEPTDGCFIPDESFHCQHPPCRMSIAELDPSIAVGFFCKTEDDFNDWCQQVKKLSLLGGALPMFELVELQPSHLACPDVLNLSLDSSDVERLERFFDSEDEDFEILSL
mIAP inh – inhibitors of mouse IAP, primary screen, biochemical, luminescence, uHTS | hit rate 0.2% among 330,000 | inhibition, % at 10 µM | purified mouse IAP, CDP-Star luminescence, 30 min;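 active means inhibition of at least 40% at 10 µM in the primary screen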;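 further: plate controls were DMSO with enzyme for no effect and no enzyme wells for full effect; values of inactives mirror those of a sister screen read the other way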
beta cell repl – inducers of MIN6 beta-cell proliferation, primary screen, ATP luminescence, uHTS; AID 2380, 2010; hit rate 0.29% among 330,000; MIN6 cells proliferation, ATPlite luminescence, 48 h; cells starved in 0.2% serum; 100% = growth in 10% serum; proliferation, % at 10 µM;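 active means compounds whose signal lies at least 3.5 SD above the mean of all wells on their plate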;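 further: 0% = DMSO-treated cells in low-serum medium and 100% = 10% serum control; some compounds called inactive have numbers as strong as hits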
hIAP inh – human IAP inhibitors, primary screen, biochemical, luminescence, uHTS; purified IAP, CDP-Star luminescence, 30 min; AID 2544, 2010; hit rate 0.12% among 330,000; inhibition, % at 10 µM; Intestinal-type alkaline phosphatase (Homo sapiens), P09923;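 active means inhibition reaching a set limit with compound at 10 µM in the primary screen, cut at about 35% in these data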;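 further: plate controls were DMSO wells with enzyme for no effect and no-enzyme buffer wells for full effect; values of inactives mirror those of a sister screen read the other way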
The depositor's hits bear a star.

SMILES	hIAP activ	mIAP activ	MPTP block	A3A deaminase	A3G deaminase	ATG4B inh	mIAP inh	beta cell repl	hIAP inh
Cc1ccccc1NC(=S)N(CCCN1CCOCC1)Cc1ccccn1	0.89	0.96	-0.1	2	5	-11	4	0	11
COc1cnc(-c2ccccn2)nc1Oc1cccc(Cl)c1	1.2	0.98	-1.0	-1	-7	-1	2	-2	-22
Cc1ccc(NC(=O)C(C)c2ccc([N+](=O)[O-])cc2)cc1Cl (stereo not given)	0.94	0.86	80*	-3	-7	-12	14	-5	6
O=C(CSc1ccsc1[N+](=O)[O-])NC1CCCC1	0.87	0.85	-0.4	5	-2	4	15	-1	13
C=CCN(Cc1cccs1)C(=O)CN1CCN(S(=O)(=O)c2ccc3c(c2)OCCCO3)CC1	0.86	0.92	-1.9	-1	-7	-8	8	-2	14
O=C(O)c1cc2c(s1)CCCC2	0.98	0.99	0.5	-2	-5	0	1	-1	2
Cc1cc(=O)n2[nH]c(SCc3ccccc3)nc2n1	0.8	1.1	-0.7	1	-9	5	-7	8.3*	20
O=C(Cc1ccccc1)Nc1ccccc1N1CCN(c2ccccc2)CC1	0.93	1.1	1.5	-5	-8	31	-13	-3	7
Cn1cc(Br)c(C(=O)NC2C3CC4CC(C3)CC2C4)n1 (stereo not given)	1	0.94	1.0	-2	-10	-9	6	0	-2
C/C(=C\c1ccco1)CN1CCC(N2CCC(C(=O)N3CCOCC3)CC2)CC1	0.94	0.92	1.5	-1	-5	-1	8	-2	6
Cc1ccc(N2CC(C(=O)Nc3nnc(SCCN4CCOCC4)s3)CC2=O)cc1 (stereo not given)	1.1	0.99	-0.1	-3	-10	-2	1	-2	-13
COc1ccc(NC(=O)N(C)C[C@H]2Oc3ccc(NC(=O)NC(C)C)cc3C(=O)N([C@H](C)CO)C[C@@H]2C)cc1	1.2	1.1	0.9	1	-3	2	-13	4	-19

Individual results from the entries so far.
Cc1cc(=O)n2[nH]c(SCc3ccccc3)nc2n1 in mIAP inh is listed with -7
C=CCN(Cc1cccs1)C(=O)CN1CCN(S(=O)(=O)c2ccc3c(c2)OCCCO3)CC1 in MPTP block is listed with -1.9
C/C(=C\c1ccco1)CN1CCC(N2CCC(C(=O)N3CCOCC3)CC2)CC1 in A3A deaminase is listed with -1
Cn1cc(Br)c(C(=O)NC2C3CC4CC(C3)CC2C4)n1 (stereo not given) in hIAP inh is listed with -2

Next compounds:
SMILES	hIAP activ	mIAP activ	MPTP block	A3A deaminase	A3G deaminase	ATG4B inh	mIAP inh	beta cell repl	hIAP inh
Cc1c(-c2ccccc2)nnn1-c1ccc(F)cc1F	1.1	1	0.2	-5	-7	6	-3	-2	-9
N#Cc1ccccc1NC(=O)C(=O)NCCCN1CCCC1=O	1	0.96	-0.5	1	-1	-10	4	3	-4
N#Cc1ccc(COC(=O)CSc2nnc(C3CCCCC3)n2N)cc1	0.95	0.99	0.6	3	-3	-7	1	-3	5
CCN1C(N(C)CCc2c[nH]c3ccccc23)=N[C@@H](c2cccc(C(F)(F)F)c2)C(C(=O)OC)=C1C	0.85	1.1	4.5	31	4	5	-9	-6	15
C#CCNC(=O)c1cc2sccc2n1C	1.1	0.94	-1.2	0	-1	-7	6	0	-7
COc1cc(C2C(C#N)=C(N)Oc3n[nH]c(C)c32)cc2c1OCO2 (stereo not given)	1.1	0.96	-0.6	15	-4	-9	4	-1	-10
Cc1cc2nnc(SCC(=O)Nc3ccc(Cl)cc3)n2c(N)n1	0.9	0.97	-2.3	-2	-6	7	3	-1	10
CN(C)CCNc1oc(COc2cccc(Cl)c2)nc1C#N	1	0.97	-0.1	-8	-6	-11	2	-2	-1
Cc1sc2nc(CSc3ccccc3)nc(N3CCN(C)CC3)c2c1C	0.9	1	8.7	1	-2	25	0	0	10
COc1ccc(/C=C/C(=O)C(C(N)=O)=C2SCCS2)cc1	0.86	0.94	-1.6	-4	1	-2	6	-2	14
CCOC(=O)CSc1nc2ccccc2n1CC(=O)NC(C)(C)C	1	1	4.5	2	-5	2	-2	2	-2
Cc1cccn2c(=O)nc(SCC(=O)Nc3ccc4c(c3)OCO4)nc12	0.9	1	-0.8	-2	-9	-10	-3	-3	10
CCOC(=O)N1CCN(CCC(=O)c2ccc(OC)cc2)CC1	1	1.1	-0.3	-2	-4	-7	-7	-7	-2
CCn1c(CNC(=O)COc2ccc(C(C)C)cc2)nnc1SCC(=O)NC1CCCCC1C (stereo not given)	0.92	1.1	-0.5	3	1	-2	-7	-2	8
CC(C)N(CCNC(=O)c1oc(=O)c2ccccc2c1-c1ccccc1)Cc1ccco1	1.3	1	2.5	-1	-5	-2	0	0	-28
COc1ccc(C2/C=C\CN(C(=O)CC(C)C)CC(=O)N2Cc2ccc(F)cc2)cc1 (stereo not given)	0.93	1.1	-0.5	5	-6	-14	-6	-3	7
O=C(c1cc(S(=O)(=O)Nc2ccccc2F)c(Cl)cc1Cl)N1CCN(CCO)CC1	0.87	1.1	1.6	0	-5	-3	-6	0	13
COc1ccccc1N1CCN(S(=O)(=O)c2c(C)[nH]c(C)c2C(=O)N2CCCC2)CC1	0.82	0.91	1.0	-2	-3	-1	9	-1	18
Cc1ccc(C(=O)OCC(=O)NCCN2C(=O)CSC2=O)cc1	1.2	0.96	0.7	9	-5	-10	4	-3	-15
O=C(NNC(=O)C1COc2ccccc2O1)c1ccccc1O (stereo not given)	1.9	0.7	5.4	-2	-5	2	30	-5	-92
N#CCc1ccc(NS(=O)(=O)c2cccs2)cc1	0.98	1.1	1.4	1	-4	-3	-5	-1	2
CSc1nsc(SC)c1NC(=O)Nc1ccccn1	1.1	0.95	-0.9	0	-4	6	5	-4	-8
O=C(O)c1cc(-c2ccc(/C=N/Nc3ccc(Cl)cc3)o2)ccc1Cl	1	0.98	2.0	-5	-7	38	2	-3	-5
COC(=O)c1ccn(CC(=O)NC2CCCCC2)n1	0.72	1	0.0	0	-3	-5	-1	-1	28
Cc1cn(C2CC3OCC3O2)c(=O)[nH]c1=O (stereo not given)	0.95	1.1	-2.6	-3	-3	-10	-8	-1	5
CCc1nc2c(sc3nc4c(cc32)COC(C)(C)C4)c(=O)n1CCN(CC)CC	1	0.93	1.5	0	-7	-11	7	7	-4
Cc1nc2ccc([N+](=O)[O-])cc2c(=O)n1Cc1cccc(F)c1	1.1	0.99	-0.8	5	-1	-10	1	-1	-8
CC(C)CCNC(=O)Cn1cc2c(n1)CCCCC2	0.79	0.92	0.0	-2	-6	-1	8	3	21
Cc1ccc(Cl)cc1NC(=S)NCc1cccn1C	1	1.2	64*	-1	-1	-7	-20	0	-3
COCCOc1cnn(-c2cc(Oc3ccc(C)cc3)ncn2)c(=O)c1Cl	1.1	0.9	-0.9	1	-5	-1	10	-3	-13
COc1ccccc1CNS(=O)(=O)c1cc(C(=O)NCC2CCCO2)c(Cl)cc1Cl (stereo not given)	1.2	1.1	-0.1	-1	-1	-9	-6	-2	-21
NNC(=O)c1ccc(O)cc1O	1	0.85	-2.5	1	-6	6	15	3	-5
Cc1cccc(COc2ccc(/C=N/NC(=O)c3nnn(-c4nonc4N)c3COc3ccc(F)cc3)cc2)c1	1.1	0.93	2.5	-6	0	-7	7	-5	-9
CNCCCOc1ccc(C)cc1OC	1.1	0.9	-0.3	-2	-7	1	10	-2	-12
COCc1cc(=O)oc2cc(NC(=O)c3ccc(C(C)(C)C)cc3)ccc12	1	0.9	0.9	0	-6	5	10	-2	-1
COc1cc(/C=C(\C#N)C(=O)Nc2ccc(C(=O)O)cc2)ccc1OC(=O)c1cccc(F)c1	0.81	0.85	0.6	1	-10	4	15	-1	19
COc1ccccc1/C=C/C(=O)OC(C)CN1CCOCC1 (stereo not given)	0.73	0.79	4.1	-4	-5	0	21	-1	27
O=c1/c(=C\c2cccc(O)c2)sc2nc(-c3ccccc3)c(-c3ccccc3)n12	0.78	0.88	9.8	3	-8	9	12	-6	22
CCC(=O)Nc1nnc(S(=O)(=O)N(C)Cc2ccco2)s1	1.1	0.91	-1.0	-2	-6	-1	9	4	-12
CCCn1nc(C(=O)N2CCc3ccccc3C2)c2ccccc2c1=O	0.95	0.89	-0.5	-5	-7	12	11	-2	5
O=C(Nc1ccc(NC(=O)C2CC2)nc1)c1cccc(F)c1	1	1	-4.7	-3	-3	-12	-2	0	0
CCOc1ccccc1C(=O)NCCC(=O)O	1	1.1	0.1	-3	-4	-8	-10	-3	-1
COc1ccc(NC(=O)Nc2ccc(F)c(F)c2)c(OC)c1	1.2	1.2	13	-2	-6	-6	-16	-2	-16
Cc1c(C(C)C)c(=O)n(-c2ccc(S(=O)(=O)N3CCOCC3)cc2)n1C	0.92	0.95	-1.3	-3	-8	7	5	2	8
COc1ccc(CNC(=O)CCn2c(=O)c3cccn3c3ccc(F)cc32)cc1	1.1	0.97	-0.2	-1	-2	-1	3	0	-10
Nc1nnc(SCC(=O)OCC(=O)NC2CCCCC2)s1	0.92	1.1	-0.3	-1	-8	-6	-10	-3	8
CCOCCCNC(=S)Nc1ccc(S(N)(=O)=O)cc1	1	0.94	0.4	0	7	-11	6	0	-1
COCC(C)NC(=O)c1ccc(N(C)C)cc1 (stereo not given)	1.1	0.98	0.8	-3	-4	-1	2	1	-5

Brought forward from above: two entries; new compounds follow.
SMILES	hIAP activ	mIAP activ	MPTP block	A3A deaminase	A3G deaminase	ATG4B inh	mIAP inh	beta cell repl	hIAP inh
CCOCCCNC(=S)Nc1ccc(S(N)(=O)=O)cc1	1	0.94	0.4	0	7	-11	6	0	-1
COCC(C)NC(=O)c1ccc(N(C)C)cc1 (stereo not given)	1.1	0.98	0.8	-3	-4	-1	2	1	-5
CCN(CC)C(=O)c1sc(NC(=O)c2ccc(Br)o2)c(C(=O)OC)c1C	0.93	0.9	0.5	0	-1	-12	10	4	7
CSc1ccc(C(=O)C2CCCN(C(=O)c3nonc3C)C2)cc1 (stereo not given)	1.2	1	0.5	-3	-3	5	0	-4	-18
c1cnc(N2CCN(Cc3c[nH]c4ccccc34)CC2)nc1	0.93	1	-0.2	5	-3	-8	0	-6	7
Cc1ccc(S(=O)(=O)CC(C)N2CCOCC2)c(S(=O)(=O)CC(C)N2CCOCC2)c1 (stereo not given)	0.92	1	1.4	-3	-8	-3	-3	-4	8
O=C(c1ccccc1)N1N=C(c2ccccc2)CC1c1ccccc1[N+](=O)[O-] (stereo not given)	1	1	0.7	-1	-4	3	-1	0	-1
CCN(CC)S(=O)(=O)c1cccc(C(=O)Nc2cccnc2)c1	1.1	1	-0.4	4	-2	-3	-3	3	-6
CN(C)C(=O)/C(=C\c1ccncc1)NC(=O)c1ccccc1	0.98	0.98	-2.2	2	1	5	2	-2	2
O=C(CNC(=O)c1cccs1)c1ccc(Cl)cc1	0.93	0.98	-0.6	-4	-7	-1	2	-3	7
O=C(NC1CCCCC1)C(c1cccnc1)N(C(=O)c1csnn1)C1CCCC1 (stereo not given)	0.87	0.84	1.3	-2	-3	-6	16	1	13
CC(C)(Oc1ccc(Cl)cc1)C(=O)O	0.97	0.97	-4.4	-1	-7	0	3	-1	3
O=C1CCC(=O)N1CCSC(=S)N1CCOCC1	0.96	1.1	-0.4	0	5	8	-10	1	4
COCc1cc(=O)[nH]c2c1c(-c1ccccc1)nn2C	1.1	1	2.6	-1	-5	-1	-4	-3	-10
